# From PubChem
# NOD1 inhibition – inhibition of NOD1-driven NF-kB reporter – cell-based, luminescence, uHTS, primary screen (AID 1578) | NOD1-driven NF-kB luciferase reporter cells, luminescence; higher % means a stronger effect | inhibition, % at 4 µM; hits with a dose series show EC50 in µM | 1% of 290,000 active; in the data active means inhibition mostly above about 36%, no sharp cut-off; inactive means mostly below about 34%;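 further: HEK-293T reporter cells stimulated with the NOD1 agonist gamma-tri-DAP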
# Ins promoter up – MIN6 insulin promoter up-regulation | z-score at 5 µM | AID 1625 | MIN6 insulin promoter-GFP reporter, high-content imaging; hits give high values | 0.3% of 190,000 active;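 active means z-score above 3 at 5 µM with at least 500 cells counted in the well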
# MT stabilizer – stabilizes microtubules in HeLa cells; HeLa tubulin immunostaining HCS, 24 h; share of cells brighter than vehicle mean+2SD; 0.83% of 200,000 active; % tubulin-high responders, % at 10 µM; AID 2205;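 active means plate Z-score above 3 for both tubulin-high and condensed-nucleus cell shares, with cell loss under 80%, at 10 µM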;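 further: anti alpha tubulin signal scored within the nucleus-defined area of each cell; some results filed as inactive read as strong as hits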
# b-catenin transl – beta-catenin nuclear translocation modulation | 0.3% of 190,000 active | nuclear translocation activity, % at 5 µM | HeLa beta-catenin nuclear translocation, immunofluorescence imaging;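 active means nuclear translocation activity above 50% at 5 µM, with a well cell count of 50 or more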;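 further: per-cell ratio of nuclear to cytoplasmic median beta-catenin stain intensity; plate controls were DMSO negative control for no effect and GSK-3 inhibitor IX positive control for full effect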
#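 Technique: fluorescence imaging of beta-catenin antibody stain plus DAPI / Material: human HeLa cell line / Incubation: compound treatment 24 h, 37°C, 5% CO2 / Read-out basis: % activation of per-cell nuclear versus cytoplasmic median beta-catenin signal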
# Yfh1-off respiration – enhancers of respiration in Yfh1-depleted yeast, dose response, Friedreich's ataxia, plus single-dose screen (AID 1465); fold induction at 50 µM, or EC50 in µM where a hit was titrated; S. cerevisiae Yfh1-off respiration, WST-1 reduction, 72 h; higher fold induction means a stronger effect; 0.074% of 220,000 active;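 active means fold induction of absorbance versus untreated yeast above a set limit, then at least 30% activation at any dose in follow-up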;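 further: activators that raise dye reduction in frataxin-depleted yeast; strong numbers were not always called active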
# Autophagy HCS – modulators of autophagy; MEF GFP-LC3 puncta imaging; test concentration mostly 10 µM; calls only at 10 µM (by protocol); 0.98% of 190,000 active; AID 463193;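 active means percentage of spot-positive cells more than 3 SD above its plate mean, without a fluorescence outlier flag or 80% toxicity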;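 further: spot-positive cell cutoff set from DMSO-treated cells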
# HEK293 NOD2/NF-kB – inhibition of NOD2-driven NF-kB reporter – cell-based, luminescence, uHTS, HEK293 (AID 1566); HEK293 NOD2/NF-kB luciferase reporter, luminescence; higher % means a stronger effect; one-dose inhibition, % at 4 µM; EC50 in µM for titrated hits; 0.63% of 290,000 active; in the data active means inhibition above about 50%; further: many of its hits are not listed in these tables
# P. falciparum M17LAP – P. falciparum M17LAP inhibitors, primary screen, biochemical, fluorogenic H-Leu-NHMec substrate, 1536-well (AID 1619); recombinant M17LAP, H-Leu-NHMec fluorogenic kinetic assay; higher % means a stronger effect; 0.38% of 220,000 active; one-dose inhibition, % at 30 µM; IC50 in µM for titrated hits;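 active means compound inhibiting the enzyme by more than half at any dose during confirmatory dose-response retesting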;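 further: plate controls were full reaction with DMSO carrier for no effect and no enzyme background for full effect; strong numbers were not always called active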
# Dynein cargo inh – dynein cargo transport inhibition; 3617.4 mouse cells, GR-EGFP nuclear translocation imaging; test concentration mostly 20 µM; stimulated with dexamethasone, 1 µM; hits give low values; z-score, hits read low; 0.47% of 220,000 active; AID 1381;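 active means plate z-score of nuclear minus cytoplasmic receptor signal below a set negative limit, without overly bright fluorescence or cell loss, cut at about -3.5 in these data, passing the limit was not always enough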;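 further: z-score of nuclear minus cytoplasmic ring GR-EGFP intensity difference per well; some compounds called inactive have numbers as strong as hits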
#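 Schedule: 48 h induction, then 1 h compound, then 30 min agonist, 37 °C. Buffer or medium: tetracycline-free induction medium containing charcoal-stripped FBS. Reagent: 1.0 µM final dexamethasone stimulus. Evaluation: nuclear versus cytoplasmic GR-EGFP signal, averaged per well. Signal: high-content fluorescence imaging after fixation.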
# Dynein cargo inh cytoplasmic EGFP – also measured in Dynein cargo inh; calls as there; z-score; measured here: cytoplasmic GR-EGFP intensity; hits give high values
# Dynein cargo inh nuclear GR-EGFP – further read-out of Dynein cargo inh, marked with its call; z-score; measured here: nuclear GR-EGFP intensity;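 lower value marks the stronger effect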
# Dynein cargo inh cell count – further read-out of Dynein cargo inh, marked with its call; z-score; measured here: cell count per field
# Ins promoter up cell count – recorded beside Ins promoter up, whose call it bears; cell count; measured here: cytotoxicity, nuclei count;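 total cells summed across four imaged fields per well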
# b-catenin transl cell count 5 µM – recorded beside b-catenin transl, whose call it bears; cell count; measured here: cell count, cytotoxicity flag
# MT stabilizer Hoechst-high % – further read-out of MT stabilizer, marked with its call; % Hoechst-high responders; measured here: nuclear condensation Hoechst responders;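 share of cells brighter than vehicle mean plus two SD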
# MT stabilizer cytotoxicity % – recorded beside MT stabilizer, whose call it bears; toxicity, %; measured here: cytotoxicity by cell density;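 0% = mean cell density of plate MIN control wells and 100% = no cells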
# Autophagy HCS cell loss 18 h – also measured in Autophagy HCS; calls as there; toxicity, %; measured here: cell loss, nuclei count;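 cell loss after 18 h compound exposure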
# Numbers without * were called inactive; i = inactive; . = not tested or not shown.
# Second line of a record – NOD1 inhibition	Ins promoter up	Ins promoter up cell count	MT stabilizer	MT stabilizer Hoechst-high %	MT stabilizer cytotoxicity %	b-catenin transl	b-catenin transl cell count 5 µM	Yfh1-off respiration	Autophagy HCS	Autophagy HCS cell loss 18 h	HEK293 NOD2/NF-kB	P. falciparum M17LAP	Dynein cargo inh	Dynein cargo inh cytoplasmic EGFP	Dynein cargo inh nuclear GR-EGFP	Dynein cargo inh cell count
- CCc1ccc(CNC(=O)C2CCC(=O)N2C2CCCCC2)cc1 (stereo not given)
 : 9.7%	0.13	989	1.0	1.1	5.3	.	.	i	i	-14.3	17.7%	18.4%	-0.388	0.215	0.0418	-0.29
- CC1CCN(CC(O)COC2CC(C)CCC2C(C)C)CC1 (stereo not given)
 : -28.3%	-0.17	1397	4.2	2.9	9.7	-0.7	1418	i	i	4.2	-4.6%	-4.5%	0.0437	-0.0639	-0.345	0.209
- CC1(C)Cc2c(sc3ncnc(NNC(=S)NCc4ccccc4)c23)CO1
 : -15.7%	0.33	1260	29.4*	23.4*	38.5*	-0.3	928	i	i	16.9	14.4%	6.8%	-0.0959	-0.241	0.109	-0.0461
- CC(O)CNCc1cccc2ccccc12 (stereo not given)
 : -9.1%	.	.	3.7	1.8	6.2	6.6	472	i	i	1.7	10.0%	-2.3%	-0.628	-0.26	-0.482	0.722
- Cc1ccccc1NC(=O)CNc1ccc(Cl)c(C(F)(F)F)c1
 : 10.4%	-0.44	1415	4.4	2.4	12.5	2.5	1004	i	i	8.7	20.2%	5.4%	-0.557	-0.251	-0.244	0.202
- COC(=O)[C@@H]1C[C@@]2(O)[C@@H](O)[C@@H](O)[C@@H](O)C[C@H]2N1CC(c1ccccc1)c1ccccc1
 : -5.4%	0.02	1075	.	.	.	0.9	1372	i	.	.	11.2%	1.5%	-0.156	-0.796	-0.129	-0.232
- OCCCCNCc1ccc(OCc2ccccc2Cl)cc1
 : 1.0%	.	.	3.0	1.6	9.1	.	.	i	i	19.0	2.9%	-4.1%	-0.489	-0.209	-0.775	1.38
- CC1CCN(S(=O)(=O)c2ccc(C(=O)NCc3cccnc3)cc2)CC1
 : -22.5%	-0.65	1260	1.2	1.9	0.1	-0.8	1115	i	i	1.5	18.4%	-3.5%	-0.285	0.171	-0.513	0.278
- CN1CCC(N(C)C(=S)NCCc2ccccc2)CC1
 : -38.8%	0.46	1626	2.5	2.8	10.7	-4.3	1140	i	i	-16.2	5.3%	7.8%	-0.911	-0.214	-0.0915	0.394
- O=C(COC(=O)C1CC1)Nc1ccccc1Sc1ccccc1
 : -7.7%	-0.87	1474	2.3	1.7	2.0	.	.	i	i	-10.8	6.3%	-8.4%	0.0823	-0.271	0.113	-0.118
- Cc1cc(C)n2c(SCC(=O)Nc3ccccc3)nnc2n1
 : -17.4%	-0.76	1012	4.6	2.5	6.0	-6.5	1176	i	i	8.4	-5.9%	17.0%	2.58	0.0102	2.08	-1.61
- CCn1c(N2CCC(C)CC2)nc2c1c(=O)n(C)c(=O)n2C
 : 4.9%	-1.08	860	4.8	3.3	7.0	4.3	1084	i	i	10.3	14.4%	-1.4%	-0.812	-0.205	-0.408	0.406
- CCOC(=O)c1cnc(SCC(=O)N2CCN(c3ccccc3)CC2)nc1N
 : -8.9%	-0.17	1475	4.0	1.8	5.1	2.8	858	i	i	-3.8	-8.5%	-1.4%	-0.381	-0.136	-0.283	0.919
- COc1cc(NC(=O)Cc2cccs2)cc(OC)c1
 : -19.1%	-1.55	1263	3.6	2.0	7.5	.	.	i	i	-6.3	-6.2%	10.9%	-0.574	0.0846	-0.48	-0.271
- CCOC(=O)C1=C(C)NC(=O)NC1/C(C)=C/c1ccccc1 (stereo not given)
 : -24.4%	0.27	1331	2.7	2.0	8.0	1.5	1106	i	i	2.1	23.0%	-1.2%	-0.516	-0.178	0.114	0.488
- COc1cc(Cl)ccc1NC(=S)N(CCN1CCOCC1)C1CCN(C(C)=O)CC1
 : -18.1%	-0.86	1257	1.1	2.6	4.4	1.6	982	i	i	5.7	-8.4%	-4.5%	0.315	-0.166	-0.161	-0.0984
- CCCCOc1ccc(C(=O)NC(=S)Nc2ccc(CN3CCOCC3)cc2)cc1
 : -25.1%	-0.11	1272	1.7	4.6	3.4	.	.	i	i	1.2	12.9%	-7.2%	-0.87	-0.318	-0.602	0.798
- Fc1ccc(-n2cc(-c3ccccc3)c3c(N4CCOCC4)ncnc32)cc1
 : -14.9%	-2.22	1321	2.9	2.2	3.3	-2.8	1090	i	i	20.2	6.0%	2.4%	-0.291	-0.114	-0.441	-0.0359
- COc1ccc(CN2C(=O)C(C)S/C2=N/N=C/c2ccco2)cc1 (stereo not given)
 : -3.7%	-0.33	983	.	.	.	-0.3	1247	i	.	.	-42.4%	2.1%	0.593	-0.206	0.72	-0.122
- CCCn1c(C)cc(C(=O)COC(=O)c2cc(S(=O)(=O)NCC(C)C)c(Cl)cc2Cl)c1C
 : 7.5%	.	.	2.0	1.0	10.5	-2.1	1206	i	i	-9.8	-0.7%	0.3%	2.01	0.0315	1.59	-1.9
- Cc1cc(N2CCCCC2)n2nc(C)c(-c3ccccc3)c2n1
 : -19.8%	-0.28	1093	4.8	2.9	8.8	-1.5	1229	i	i	-14.4	0.5%	-11.8%	-0.416	-0.26	-0.00756	0.609
- Cc1ccccc1C(=O)Nc1sc2c(c1C(=O)O)CCC2
 : 14.4%	0.46	1405	4.1	2.1	0.8	-0.5	1494	i	i	-12.0	34.0%	25.7%	-0.17	-0.337	-0.581	0.893
- O=C(NC(=S)NCc1ccccc1)c1ccccc1F
 : 15.0%	0.06	1556	1.2	1.5	3.2	0.3	1316	i	i	1.7	-2.3%	5.9%	-0.279	-0.2	-0.339	0.643
- Cc1nc2cc(C(F)(F)F)ccc2n1C1CCN(CC(=O)NC(C)(C)C)CC1
 : -13.5%	-0.8	1248	1.5	2.2	10.7	-5.2	865	i	i	3.1	0.1%	-2.7%	0.147	-0.197	-0.13	0.19
- Cc1cccc(OCCC(=O)Nc2ccc(S(=O)(=O)N3CCCC3)cc2)c1
 : 34.3%	0.8	1530	3.6	1.6	8.0	-1.8	1352	i	i	6.4	1.1%	6.4%	0.66	-0.346	0.442	0.0425
- N/C(=N\O)c1ccc(N2CCN(c3ncccc3C(F)(F)F)CC2)nc1
 : -11.3%	1.51	1388	.	.	.	1.6	972	i	.	.	-57.9%	2.1%	-0.332	-0.226	-0.227	0.255
- Cc1ccc(NC(=O)c2ccc3ccccc3n2)cc1S(=O)(=O)N(C)C
 : -8.8%	-0.59	1568	4.1	2.5	7.6	-3.7	1116	i	i	-6.6	-57.9%	2.7%	0.12	-0.306	0.66	0.15
- C/C(CCc1ccc2c(c1)OCO2)=N\NC(=S)NC(C)C
 : -32.4%	-0.59	1123	2.4	1.3	2.8	0.0	1073	i	i	33.4	2.3%	-0.8%	0.826	-0.182	0.528	-1.22
- O=C(CCNS(=O)(=O)c1cccs1)NCc1ccco1
 : -5.0%	0.26	1578	2.8	1.7	11.1	-1.3	1427	i	i	-56.6	7.2%	12.4%	-0.966	-0.302	-0.473	0.255
- COc1ccc2c(c1OC)C(=O)N(c1nccs1)C2
 : -32.6%	-0.59	1266	1.4	1.5	8.7	-5.0	908	i	i	-15.8	-33.4%	-4.5%	-0.195	-0.198	-0.145	0.678
- Nc1c(NCCc2ccccc2)c2ccccc2oc1=O
 : -41.9%	.	.	.	.	.	0.8	1595	i	i	15.4	-26.8%	-6.0%	0.137	0.57	0.489	0.578
- O=C(COC(=O)c1ccccc1NC(=O)c1ccccc1)c1ccc([N+](=O)[O-])cc1
 : -25.0%	0.07	2005	1.7	1.4	9.1	-2.1	1065	i	i	25.0	5.6%	-3.3%	-0.356	-0.231	-0.7	0.492
- COc1ccc(CSc2nnc(C)n2N)cc1Br
 : 19.5%	0.34	1064	4.2	4.7	5.5	-4.4	959	i	i	-10.8	18.1%	0.7%	0.0338	-0.365	0.0359	0.242
- Nc1nnn(CC(=O)N/N=C/c2ccco2)n1
 : -5.0%	-0.1	1316	.	.	.	-0.3	1174	i	.	.	10.5%	6.2%	0.471	-0.301	0.161	0.0482
- CCc1ccc(NC(=O)c2ccc(F)c(S(=O)(=O)N(CC)c3ccccc3)c2)cc1
 : -20.9%	-0.13	1277	3.6	2.1	5.1	-2.5	1108	i	i	-3.4	4.8%	-1.4%	0.34	-0.244	0.356	0.359
- O=C(COc1ccc2ccccc2c1Br)NCc1ccccn1
 : -55.7%	0.86	1665	1.2	2.3	0.5	-0.8	1098	i	i	14.3	-22.5%	3.8%	-0.109	0.769	0.849	-0.484
- Cc1ccccc1CSc1nnc(-c2ccccc2)c(=O)[nH]1
 : -3.0%	0.1	1391	2.0	2.1	5.2	-1.1	1181	i	i	29.8	1.4%	11.6%	-0.38	-0.311	-0.32	0.228
- CCOC(=O)C1CN(S(=O)(=O)c2ccccc2)c2cc(S(=O)(=O)CC)ccc2O1 (stereo not given)
 : 11.2%	-0.41	1608	1.4	1.8	4.2	-0.9	1319	i	i	-6.2	16.0%	0.0%	-0.883	-0.225	-0.69	0.245
- Cc1ccccc1NS(=O)(=O)c1ccc(OCCNS(C)(=O)=O)cc1
 : -11.1%	-0.04	1279	4.3	3.4	7.4	1.8	976	i	i	2.4	-4.6%	2.5%	1.03	-0.222	0.0388	-0.781
- Cc1nnsc1C(=O)NNC(=O)Nc1ccccc1
 : -27.0%	0.17	1545	2.2	1.3	5.6	0.4	1010	i	i	10.2	5.5%	-3.7%	0.182	-0.29	0.102	0.0797

# Only part of the results is shown (hit frequency here may not be typical).
